Compound activity deposited in PubChem BioAssay by several laboratories.
PMI act satM6P = PMI (human) activation, high substrate; coupled PMI enzyme assay, resazurin fluorescence, 20 min; hits give high values; 1 = untreated enzyme, 0 = substrate-free blank; activation factor at 20 µM; P34949; 0.34% of 190,000 active; AID 1216;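 active = activation factor of 2 or more at 20 µM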
Target sequence (P34949 whole entry, looked up): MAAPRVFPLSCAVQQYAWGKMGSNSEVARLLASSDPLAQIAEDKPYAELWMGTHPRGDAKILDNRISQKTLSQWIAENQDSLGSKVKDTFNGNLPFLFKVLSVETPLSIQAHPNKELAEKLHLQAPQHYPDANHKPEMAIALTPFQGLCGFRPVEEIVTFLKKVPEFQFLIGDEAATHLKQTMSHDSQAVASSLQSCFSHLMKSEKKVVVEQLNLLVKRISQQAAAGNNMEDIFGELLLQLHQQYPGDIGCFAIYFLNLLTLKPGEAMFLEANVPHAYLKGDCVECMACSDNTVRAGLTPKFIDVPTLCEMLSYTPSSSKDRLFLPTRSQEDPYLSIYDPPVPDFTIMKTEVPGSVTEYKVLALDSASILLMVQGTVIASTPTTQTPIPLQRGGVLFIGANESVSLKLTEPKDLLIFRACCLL
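Test system: human phosphomannose isomerase with PGI, G6PDH, diaphorase coupling enzymes / Doses: 20 µM compound, 1% DMSO / Times: enzyme reaction with compound 20 min at room temperature / Measured by: Diaphorase-driven resazurin-to-resorufin fluorescence, excitation 544, emission 590 nm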
G6PDH CS = inhibits Leuconostoc G6PDH, flagging false hits in G6PDH-based assays; 0.12% of 200,000 active; inhibition, % at 5 µM; Purified L. mesenteroides G6PDH, diaphorase/resazurin coupled fluorescence, 45 min
TLR4-MyD88 BLA = blocks binding of human TLR4 to MyD88 | O00206+Q99836 | inhibition, % at 8.4 µM | 0.18% of 200,000 active | HeLa CL3-4 TLR4/MyD88 BLA complementation, FRET ratio; in the data active = inhibition above about 25%;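 also: 0% = vehicle and 100% = reference inhibitor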
Diaph act CS = counter-screen for diaphorase-based assays: diaphorase activators and chemical reducers; Diaphorase/resazurin coupled assay, resorufin fluorescence, 16 min; hits give high values; 1 = vehicle wells, 0 = NADH-free wells; activation factor at 20 µM; 0.005% of 190,000 active; AID 1229;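 active = diaphorase activity raised at least twofold by the compound at 20 µM; inactive = activation factor below 2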
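Test system: Clostridium kluyveri diaphorase, purified enzyme; input: enzyme 0.07 U/mL final; buffer or medium: 50 mM HEPES pH 7.4 with 4.542 mM MgCl2, 0.005% Tween 20; also added: 0.114 mM NADH and 0.1 mM resazurin, final amounts; schedule: 16 min enzyme reaction, ambient temperature; technique: fluorescence of resorufin, 544 nm excitation, 590 nm emission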
RAM inhibit = inhibitors of the yeast RAM network; S. cerevisiae dse1pr::URA3 reporter, 5-FOA growth OD615, 2 d; analog-sensitive cbk1-as2 kinase mutant strain; inhibition, % at 50 µM; 1.8% of 190,000 active; AID 868;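 active = inhibition above a set limit, 3 SD over mean compound inhibition, cut at about 8.4% in these data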;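 also: 0% = DMSO-only wells with no growth and 100% = 10 µM 1-NA-PP1 full growth; inhibition rescues growth on 5-FOA so higher OD means more RAM inhibition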
Lmaj promast = reduces viability of Leishmania major promastigotes | inhibition, % at 10 µM | AID 1063 | resazurin fluorescence viability | 9% of 200,000 active;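 also: promastigotes grown with compound for 44 hours at 28 °C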
Diaph inh CS = diaphorase inhibition or chemical oxidation counter-screen; diaphorase resazurin-to-resorufin fluorescence, NADH, 16 min; bacterial (C. kluyveri) enzyme, not human; inhibition, % at 20 µM; 0.69% of 190,000 active;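 active = primary screen inhibition at 20 µM above a set limit, cut at about 50% in these data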;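 also: plate controls were DMSO with full reaction for no effect and wells lacking NADH for full effect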
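System: Bacterial diaphorase enzyme (C. kluyveri) | Incubation: 16-min room-temperature incubation before reading | Benchmarks: No-NADH positive control and DMSO neutral control | Measured by: Resorufin fluorescence 544/590 nm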
DTT redox prof = compounds producing H2O2 with reducing agent – biochemical, NIH compound library profiling, artefact control for MLSCN library redox annotation, primary screen; 0.03% of 200,000 active; DTT-dependent redox cycling H2O2, phenol red/HRP absorbance; 100% = 100 µM peroxide control, 0% = buffer; activation, % at 10 µM;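 active = activation of at least 50% relative to the plate's high and low controls in the primary single-dose screen; inactive = activation below 50%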;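 also: compound incubated with DTT at 0.8 mM final as the reducing agent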
Hsp70 act = Hsp70 transcriptional activation, primary screen. HeLa Hsp70 promoter luciferase reporter, luminescence; scaled: vehicle 0, proteasome-inhibitor control 100%. activation, % at 10 µM. 0.04% of 200,000 active. AID 1203;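 active = activation above the mean across all tested compounds plus 3 SD, cutoff set per campaign, cut at about 5.5% in these data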;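 also: 100% = MG132 at 30 µM as the positive control and 0% = DMSO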
PMI activator = activators of human phosphomannose isomerase | purified human PMI, coupled resazurin fluorescence, 20 min; hits give high values; 1 = vehicle control, 0 substrate-free wells | activation factor at 20 µM | 0.005% of 190,000 active;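 active = activation factor of 2 or more at 20 µM, relative to plate controls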
S1P3 antagonist = S1P3 (human) receptor antagonism; Q99500; CHO S1P3 NFAT-BLA reporter, FRET fluorescence, antagonist mode; inhibition, % at 4.98 µM; 0.27% of 170,000 active;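 active = inhibition above the plate cutoff, the mean inhibition of test wells on that plate plus 3 SD, cut at about 28% in these data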;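 also: cells challenged with S1P at its EC80 of 0.8 µM; blue over green emission ratio from cleaved BLA substrate after 4 h stimulation; 0% = S1P-stimulated wells and 100% = unstimulated DMSO-only wells; some compounds past the cut are filed as inactive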
Target sequence (Q99500 whole entry, looked up): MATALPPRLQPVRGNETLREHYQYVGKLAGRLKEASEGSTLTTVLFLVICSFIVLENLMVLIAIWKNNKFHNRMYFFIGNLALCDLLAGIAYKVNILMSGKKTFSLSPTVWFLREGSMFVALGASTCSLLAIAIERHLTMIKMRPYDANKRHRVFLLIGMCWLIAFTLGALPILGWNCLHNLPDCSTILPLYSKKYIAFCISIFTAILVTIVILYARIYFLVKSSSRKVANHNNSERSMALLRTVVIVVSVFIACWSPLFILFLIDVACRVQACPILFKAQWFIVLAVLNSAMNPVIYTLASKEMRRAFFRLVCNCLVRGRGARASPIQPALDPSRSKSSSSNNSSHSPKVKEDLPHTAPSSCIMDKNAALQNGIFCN
* = called active by the depositor; · = not tested or not shown. Rule as the data show it, unless noted: active = inhibition above about 50%; inactive = the rest.

Preview:
canonical_smiles	PMI act satM6P	G6PDH CS	TLR4-MyD88 BLA	Diaph act CS	RAM inhibit	Lmaj promast	Diaph inh CS	DTT redox prof	Hsp70 act	PMI activator	S1P3 antagonist
Cc1ccc(C)c2[nH]c(=O)c(CCNC(=O)c3cc4ccccc4o3)cc12	0.9	-21.0	-3.5	0.8	8.5*	-6.1	24.9	0.0	-0.2	0.9	-14.4
O=C(NCC1CCCO1)C(c1ccc(F)cc1)N(C(=O)Cn1nnc(-c2ccc(F)cc2)n1)c1cccc(O)c1 (stereo unspecified)	1	24.5	-6.9	0.9	1.6	-7.5	6.7	0.1	-0.1	1	-5.6

This part in full (from the top)
canonical_smiles	PMI act satM6P	G6PDH CS	TLR4-MyD88 BLA	Diaph act CS	RAM inhibit	Lmaj promast	Diaph inh CS	DTT redox prof	Hsp70 act	PMI activator	S1P3 antagonist
Cc1ccc(C)c2[nH]c(=O)c(CCNC(=O)c3cc4ccccc4o3)cc12	0.9	-21.0	-3.5	0.8	8.5*	-6.1	24.9	0.0	-0.2	0.9	-14.4
O=C(NCC1CCCO1)C(c1ccc(F)cc1)N(C(=O)Cn1nnc(-c2ccc(F)cc2)n1)c1cccc(O)c1 (stereo unspecified)	1	24.5	-6.9	0.9	1.6	-7.5	6.7	0.1	-0.1	1	-5.6
CC(/C=N/NC(=O)Cn1nccc1C)=C\c1ccc(C(C)C)cc1	0.9	7.8	3.3	0.8	-0.1	4.3	16.4	-0.1	-0.1	1	4.6
CCCCC(=O)Nc1c(C)cc(C)cc1Cl	1	16.8	-2.3	1	-0.3	-0.3	3.7	0.0	-0.4	1	·
c1ccc2c(c1)CNc1ccccc1C2	1	-7.5	-0.3	0.8	1.1	21.6	17.1	1.6	0.0	1	-1.4
COc1ccc(-n2nc3c(c2NC(=O)c2ccc(S(=O)(=O)N4CCOCC4)cc2)CS(=O)C3)cc1 (stereo unspecified)	1	7.9	9.2	0.9	0.8	-2.1	8.6	-0.5	-0.1	1.1	-1.6
NC(=O)c1sc(=S)n2c1[nH]c(=O)c1sccc12	0.8	2.4	-6.3	0.7	6.4	-4.2	31.3	-0.1	0.0	0.8	-12.1
COc1ccccc1OCC(O)Cn1c(Br)nc2c1c(=O)[nH]c(=O)n2C (stereo unspecified)	1.1	5.2	12.7	0.9	2.5	-2.1	6.7	0.2	0.0	1.1	13.6
Cn1c(Cc2ccccc2)[n+](C)c2ccccc21	1	2.5	4.1	0.9	0.3	1.6	7.7	0.3	-0.2	1	3.9
CN1CCN(C(=S)Nc2ccccc2Cl)CC1	1	-1.1	1.9	0.9	3.0	-0.6	9.1	0.2	-0.4	0.9	·
O=C(NC(=Nc1ccccc1)N1CCOCC1)Nc1ccccc1	0.9	8.9	15.8	0.9	1.2	-0.1	10.5	2.3	0.0	0.9	0.1
O=C(O)c1ccc(NS(=O)(=O)c2ccc3c(c2)C(=O)c2cc(S(=O)(=O)Nc4ccc(C(=O)O)cc4)ccc2-3)cc1	1	7.1	-2.3	1.1	5.3	-13.7	-10.0	0.0	0.1	1.1	1.4
COc1ccc(OC)c(-n2c(-c3cccc(S(=O)(=O)N(C)C)c3)n[nH]c2=S)c1	0.8	7.5	5.7	0.8	1.0	-0.1	15.1	-1.8	0.5	0.9	-6.4
O=C1c2ccccc2C(=O)N1CCCc1nc(-c2ccncc2)no1	1.1	6.2	7.0	1	-0.2	-6.6	2.4	-3.5	0.8	1	·
COc1ccc2c(c1)S/C(=C\C(=O)c1ccncc1)N2C	1	9.6	11.5	1.1	1.8	97.0*	-6.1	2.6	0.7	1	-14.9
CCOc1ccccc1N1CCN(C(=O)c2c(-c3ccccc3Cl)noc2C)CC1	1	7.7	-3.7	0.9	0.1	71.5*	5.9	-0.3	-0.2	1	-10.5
COc1ccc(-n2c(-c3ccco3)n[nH]c2=S)cc1	1	0.3	7.4	0.8	0.7	-5.2	22.7	0.0	-0.1	1	-25.8
CCOc1ccccc1NC(=O)/C=C/C(N)=O	1	0.6	-3.2	1	1.4	100.5*	3.6	0.1	0.2	1	·
O=C1NC(=O)C(CC(=O)N(Cc2ccco2)C2(C(=O)NC3CCCCC3)CCCCC2)N1 (stereo unspecified)	1	-9.3	-13.9	0.9	1.5	-8.2	8.0	-0.4	-0.2	0.9	·
Cc1cc2ncn(C(=O)c3c(-c4ccccc4Cl)noc3C)c2cc1C	0.9	3.0	3.2	0.8	3.2	-4.0	18.0	-0.4	-0.5	0.9	15.4
Cc1nn(CCC#N)c(NC(=O)c2ccc(Cl)cc2)c1P(=O)(Nc1ccc([N+](=O)[O-])cc1)N1CCOCC1 (stereo unspecified)	0.9	-5.4	9.2	0.8	0.3	0.8	22.0	0.1	0.0	0.8	·
O=C(CN(c1cccc(C(F)(F)F)c1)S(=O)(=O)c1ccc(Cl)c([N+](=O)[O-])c1)NCc1ccc(F)cc1	0.9	7.0	6.8	0.8	7.9	27.8	17.1	0.1	-0.2	0.9	-0.6
CN(C)C(=O)c1ccc2c(c1)C1C3CCC(C3)C1C(c1ccccc1)N2 (stereo unspecified)	1.1	1.6	-16.9	0.9	-0.6	17.3	6.5	-0.2	-0.3	1.1	-9.8
CCCC(=O)c1ccc(N2CCCC2)c(F)c1	0.8	12.2	-8.1	0.8	-0.6	-5.8	15.3	0.8	0.0	0.9	·
CCOC(=O)c1cnc2cc(C)nn2c1C	0.9	1.2	2.7	0.9	-0.1	-5.5	12.4	1.0	-0.2	1	·
COCCNC(=O)CN(C(=O)c1ccc(N2CCCC2)nc1)c1ccccc1	1	-0.1	11.9	1	0.0	-1.6	2.4	-0.8	-0.3	1	-26.9
CN(C)S(=O)(=O)Oc1ccc(C(=O)Nc2ccc([N+](=O)[O-])cc2)cc1	1.1	0.5	-1.5	1	2.8	-0.5	-0.5	-1.2	-0.3	1.1	-7.5
CCOc1ccccc1C1CC(=O)Nc2cc3c(cc21)OCO3 (stereo unspecified)	1	3.5	-6.1	0.9	0.8	11.4	14.9	2.1	-0.2	1	·
O=C(c1ccc(-n2c(SCc3cc(F)ccc3F)nc3ccccc3c2=O)cc1)N1CCOCC1	0.9	1.1	-1.5	0.8	7.4	26.9	22.7	-0.4	-0.4	0.9	-6.1
CCN1CCN(P2(=O)C=C(c3ccccc3)OC(c3ccccc3)=C2)CC1	1.2	9.9	4.1	1.1	1.2	13.8	-13.6	2.0	-0.2	1.1	-9.0
N#CC1=C(N)NC(SCC(=O)Nc2ccccc2)=C(C#N)C12CCCC2	0.9	2.1	1.4	0.7	2.0	10.0	32.9	-0.3	0.3	0.8	·
Cc1ccc2nc(NCc3ccccc3)[nH]c2c1	1.1	8.5	6.1	0.9	3.8	64.8*	10.1	-0.8	0.0	1.1	·
CCc1ccccc1NC(=O)COc1ccc2c(=O)c(Oc3cc(C)ccc3C)coc2c1	0.9	-1.0	4.6	0.9	3.3	-4.4	8.4	0.0	-0.1	0.8	-9.5
O=C(CN(Cc1ccccc1Cl)C(=O)c1ccc(CN2CCOCC2)o1)NCc1ccccc1	1	8.1	-15.4	0.9	0.0	-2.0	10.1	2.2	-0.6	1	-0.6
Cc1cccc(C(=O)N2c3ccccc3C(=O)OC2c2ccc3c(c2)OCO3)c1 (stereo unspecified)	0.9	8.4	-6.7	0.8	0.3	4.5	18.4	-8.2	0.0	0.9	·
O=C(Nc1cc(Cl)cc(Cl)c1)c1cccc(OC(F)F)c1	0.9	7.0	-5.2	0.8	1.5	9.0	23.1	0.1	-0.3	0.8	·
CCNC(=O)NC(=O)C(C)OC(=O)C1CCN(S(=O)(=O)c2ccccc2C(=O)OC)CC1 (stereo unspecified)	1	8.1	-3.1	0.8	1.5	-0.9	16.1	-0.5	-0.3	1	-16.9

An excerpt from above in order of the TLR4-MyD88 BLA value, highest first:
mol | PMI act satM6P | G6PDH CS | TLR4-MyD88 BLA | RAM inhibit | DTT redox prof | Hsp70 act | PMI activator | S1P3 antagonist
COc1ccc(-n2nc3c(c2NC(=O)c2ccc(S(=O)(=O)N4CCOCC4)cc2)CS(=O)C3)cc1 (stereo unspecified) | 1 | 7.9 | 9.2 | 0.8 | -0.5 | -0.1 | 1.1 | -1.6
CCc1ccccc1NC(=O)COc1ccc2c(=O)c(Oc3cc(C)ccc3C)coc2c1 | 0.9 | -1.0 | 4.6 | 3.3 | 0.0 | -0.1 | 0.8 | -9.5
CCN1CCN(P2(=O)C=C(c3ccccc3)OC(c3ccccc3)=C2)CC1 | 1.2 | 9.9 | 4.1 | 1.2 | 2.0 | -0.2 | 1.1 | -9.0
O=C(Nc1cc(Cl)cc(Cl)c1)c1cccc(OC(F)F)c1 | 0.9 | 7.0 | -5.2 | 1.5 | 0.1 | -0.3 | 0.8 | ·
O=C(NCC1CCCO1)C(c1ccc(F)cc1)N(C(=O)Cn1nnc(-c2ccc(F)cc2)n1)c1cccc(O)c1 (stereo unspecified) | 1 | 24.5 | -6.9 | 1.6 | 0.1 | -0.1 | 1 | -5.6
